Compound activity deposited in PubChem BioAssay by several laboratories.
Vc quorum ag: inducers of Vibrio cholerae quorum light production without autoinducers; V. cholerae BH1578 lux reporter, luminescence, 6 h; activation, % at 18.7 µM; 350,000 tested, 0.16% active; in the data active means activation mostly above about 9.7%, no sharp cut-off; further: not every result past the cut was called active; inactives centre near 0; reference of the scale not given here
DUSP3 inh: DUSP3 (human) phosphatase inhibition; P51452; recombinant VHR phosphatase, pNPP absorbance; inhibition, % at 13.3 µM; 290,000 tested, 0.52% active; AID 1654; in the data active means inhibition above about 50%; further: some compounds called inactive have numbers as strong as hits
Target sequence (P51452 whole entry, looked up): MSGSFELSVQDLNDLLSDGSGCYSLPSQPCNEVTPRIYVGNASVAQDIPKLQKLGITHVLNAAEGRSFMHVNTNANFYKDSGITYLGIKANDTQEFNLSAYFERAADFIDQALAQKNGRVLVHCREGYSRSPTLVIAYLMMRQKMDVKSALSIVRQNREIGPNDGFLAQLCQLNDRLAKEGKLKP
Mtb BioA inh: BioA (M. tuberculosis) enzyme inhibition; purified M. tuberculosis BioA enzyme, plate reader; inhibition, % at 9.99 µM; 360,000 tested, 0.096% active; in the data active means inhibition above about 40%
Rv3671c protease: inhibitors of M. tuberculosis serine protease Rv3671c; P9WHR9; inhibition, % at 5.96 µM; 320,000 tested, 0.048% active; AID 2606; in the data active means inhibition above about 38%;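 further: extracellular domain of Rv3671c used as enzyme; 0% = enzyme with DMSO and 100% = no enzyme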
GDH-TPI counter: counter-screen for M. tuberculosis FBA inhibitors: GDH-TPI coupled enzymes; inhibition, % at 4.8 µM; 360,000 tested, 1.2% active; GDH-TPI coupled enzyme counterscreen, NADH absorbance; in the data active means inhibition above about 30%;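 further: 0% = DMSO wells and 100% = wells lacking the enzyme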
MazEF act: activators of E. coli MazEF toxin-antitoxin RNase; FAM/BHQ RNA-DNA oligo cleavage fluorescence, 5 h; activation, % at 20 µM; 350,000 tested, 0.32% active; AID 504720; in the data active means activation above about 50%
Target sequence (P0AE70 whole entry, looked up): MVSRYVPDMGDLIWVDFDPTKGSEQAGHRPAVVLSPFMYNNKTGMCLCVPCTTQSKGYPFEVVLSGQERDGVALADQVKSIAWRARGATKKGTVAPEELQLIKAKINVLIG
Mtb UGM inh: Mtb UDP-galactopyranose mutase inhibition; purified UGM, fluorescence polarization probe displacement; P9WIQ1; inhibition, % at 10 µM; 320,000 tested, 0.06% active; AID 504406; in the data active means inhibition above about 10%, passing the limit was not always enough
Target sequence (P9WIQ1 whole entry, looked up): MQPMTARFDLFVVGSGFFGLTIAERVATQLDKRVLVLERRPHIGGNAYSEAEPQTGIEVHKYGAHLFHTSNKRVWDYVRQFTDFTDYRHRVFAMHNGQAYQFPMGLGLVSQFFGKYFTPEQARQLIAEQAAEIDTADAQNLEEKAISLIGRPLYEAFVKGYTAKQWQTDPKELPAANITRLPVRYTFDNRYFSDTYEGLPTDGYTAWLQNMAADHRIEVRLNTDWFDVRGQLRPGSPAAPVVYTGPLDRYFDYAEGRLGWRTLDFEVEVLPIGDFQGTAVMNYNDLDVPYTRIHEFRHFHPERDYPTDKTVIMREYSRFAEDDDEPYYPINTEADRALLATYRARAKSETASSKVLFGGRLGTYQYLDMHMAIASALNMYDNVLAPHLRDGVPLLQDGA
3CLpro inhibitor: SARS-CoV 3CLpro protease inhibition | P0C6X7 | recombinant SARS-CoV 3CLpro, quenched FRET peptide cleavage | inhibition, % at 6 µM | 290,000 tested, 0.14% active | AID 1706; in the data active means inhibition above about 12%
SSB-PriA inh: inhibitors of Klebsiella pneumoniae PriA binding to SSB C-terminal tail; AlphaScreen SSBct-PriA binding, biotinylated peptide; inhibition, % at 33 µM; AID 1272365; 430,000 tested, 0.6% active; in the data active means inhibition mostly above about 37%, no sharp cut-off; inactive means mostly below about 20%;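 further: plate controls were negative control peptide for no effect and reference peptide for full effect; strong numbers were not always called active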
Mtb FBA inh: inhibitors of M. tuberculosis fructose-bisphosphate aldolase | purified M. tuberculosis FBA, fluorescence read-out | inhibition, % at 1 µM | P9WQA3 | 360,000 tested, 2.3% active | AID 588726; in the data active means inhibition above about 27%;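 further: 0% = vehicle and 100% = reference inhibitor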
Target sequence (P9WQA3 whole entry, looked up): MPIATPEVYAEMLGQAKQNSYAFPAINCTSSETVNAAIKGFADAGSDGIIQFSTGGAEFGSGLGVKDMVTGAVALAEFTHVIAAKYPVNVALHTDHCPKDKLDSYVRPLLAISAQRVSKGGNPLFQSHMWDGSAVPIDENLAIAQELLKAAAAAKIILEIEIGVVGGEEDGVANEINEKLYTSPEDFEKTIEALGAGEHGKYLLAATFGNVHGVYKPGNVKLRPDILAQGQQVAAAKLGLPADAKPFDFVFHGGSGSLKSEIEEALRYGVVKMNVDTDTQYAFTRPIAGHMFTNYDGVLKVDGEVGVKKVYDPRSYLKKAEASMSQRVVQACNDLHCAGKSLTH
Starred values were filed as active, the others as inactive; i = inactive; x = no result given; + = active, no number. Some of the compounds tested. The share of hits here may be higher or lower than overall.

canonical_smiles | Vc quorum ag | DUSP3 inh | Mtb BioA inh | Rv3671c protease | GDH-TPI counter | MazEF act | Mtb UGM inh | 3CLpro inhibitor | SSB-PriA inh | Mtb FBA inh
COC(=O)C(C(=O)NCC1CCCO1)C1CCCCCC1 (centres undefined) | -6.1 | -12.8 | 0.3 | -2.6 | 2.5 | 15.3 | -2.5 | -2.3 | -1.9 | 0.4
COc1cccc(CNC(=O)c2nnn(-c3ccc(OC(F)(F)F)cc3)c2N)c1 | -0.4 | 14.8 | -5.2 | -1.7 | -5.5 | -1.7 | -0.5 | 0.9 | -5.2 | 3.2
COc1ccc(N2CCN(C(=O)c3ccc(C)c(NC(=O)c4ccco4)c3)CC2)cc1 | 0.7 | -5.5 | 0.9 | 6.7 | 0.0 | -5.7 | 1.2 | 2.1 | 31.1 | -2.3
CC(C)(C)c1cc(NC(=O)CCSc2nnc3ccccn23)cc(C(C)(C)C)c1 | -0.3 | x | -1.2 | -2.0 | -2.8 | -2.0 | -0.4 | 0.3 | 2.7 | 3.7
N/C(=N\OC(=O)N1CCOCC1)c1ccccc1 | 1.4 | 23.7 | x | 2.0 | 19.2 | -14.0 | 0.7 | 1.7 | x | -1.2
COc1cccc(-c2cnc(OC(C)(C)C)nc2OC(C)(C)C)c1 | -1.7 | -20.8 | -1.3 | -6.8 | -3.7 | -4.2 | 1.9 | 2.1 | -36.5 | -1.7
NS(=O)(=O)c1ccc(NC(=O)c2ccc3c(c2)CCCC3)cc1 | -0.3 | -9.0 | -3.2 | -3.1 | 5.5 | 71.5* | 0.2 | 3.2 | -11.9 | -0.3
COCCn1c(=O)[nH]c2cc(C(=O)N3CCN(c4ccccc4)CC3)ccc2c1=O | -1.2 | -2.9 | -2.2 | 14.5 | 1.5 | 9.1 | 0.5 | 0.6 | -6.4 | 2.4
N=c1c2c(-c3ccccc3)c(-c3ccccc3)oc2ncn1CCCN1CCOCC1 | -0.3 | 11.7 | x | -0.5 | 11.0 | 3.3 | -0.4 | 6.2 | -8.7 | 23.2
CC(=O)Nc1ccc(C23CC4CC(CC(C4)C2)C3)cc1 | i | 39.6 | -0.5 | 2.0 | 0.0 | -3.0 | 0.9 | 3.7 | -6.2 | -1.3

The results go on:
canonical_smiles | Vc quorum ag | DUSP3 inh | Mtb BioA inh | Rv3671c protease | GDH-TPI counter | MazEF act | Mtb UGM inh | 3CLpro inhibitor | SSB-PriA inh | Mtb FBA inh
CS(=O)(=O)N(CC(=O)NCCSCc1ccco1)c1ccc2c(c1)OCO2 | -0.2 | 47.9 | x | 4.0 | 6.4 | 0.6 | 1.9 | 2.7 | -6.6 | 2.5
COc1ccc(-c2nn(-c3ccccc3)cc2CNC(=O)c2cccc([N+](=O)[O-])c2)cc1 | i | 4.7 | x | -39.9 | 1.2 | -0.9 | -2.5 | 3.1 | 24.4 | 0.0
Cc1cc(NC(=O)Nc2ccc(Cl)cc2)n(C)n1 | -1.0 | 21.0 | 0.5 | -5.9 | 1.3 | 7.0 | 2.6 | -4.4 | -3.7 | 0.4
CC1(C(=O)N2Cc3ccccc3C2)CCN1C(=O)Cc1ccccc1 (centres undefined) | -0.4 | x | 2.0 | x | 2.7 | x | x | x | x | -0.2
CC1CCCC(C)N1C(=O)CSCc1ccc(Cl)cc1 (centres undefined) | -2.1 | 6.5 | 0.9 | 1.3 | -0.6 | 1.7 | -1.8 | 1.6 | -14.3 | -2.8
CC(=O)Nc1ccc(S(=O)(=O)N2CCc3cc4c(cc3C2C)OCCCO4)cc1 (centres undefined) | i | 7.3 | 3.6 | 3.1 | -1.2 | 0.6 | -1.5 | 4.1 | 8.5 | -0.7
CC(C)C(=O)Nc1c(-c2cccc(Cl)c2)c(=O)c2ccccc2n1C | -1.2 | -9.5 | -1.6 | -4.7 | 8.6 | 0.4 | -1.6 | -1.2 | -1.8 | 3.4
COc1ccc(C2CCCN2C(=S)Nc2cccc(C)c2)cc1OC (centres undefined) | -2.2 | 11.6 | x | 8.4 | 8.6 | 3.6 | 0.1 | 3.1 | -4.5 | -1.8
O=c1c(CN2CCN(Cc3ccccc3F)C(CCO)C2)coc2ccccc12 (centres undefined) | i | -11.8 | 0.0 | -5.7 | 6.5 | -1.8 | -0.4 | -5.8 | 0.1 | -0.7
C/C(=N/NC(=O)Cn1nc2ccccc2n1)c1ccc(F)cc1 | 1.5 | -4.8 | 2.2 | -13.8 | 4.7 | -3.0 | 1.4 | 12.2 | x | 1.4

Next part.
canonical_smiles | Vc quorum ag | DUSP3 inh | Mtb BioA inh | Rv3671c protease | GDH-TPI counter | MazEF act | Mtb UGM inh | 3CLpro inhibitor | SSB-PriA inh | Mtb FBA inh
Cc1ccc(S(=O)(=O)N2CCC(c3nc4c(nnn4Cc4ccccc4)c(=O)[nH]3)CC2)cc1 | -0.5 | 22.5 | 1.7 | -23.8 | -3.8 | 6.6 | -1.2 | 0.0 | 7.1 | -6.0
O=C(NCC(c1ccc(F)cc1)N1CCOCC1)c1nn(-c2ccccc2)c(=O)c2ccccc12 (centres undefined) | 0.0 | x | 3.0 | -15.4 | 7.6 | 7.8 | -1.8 | x | 2.1 | 7.0
CC1CN(Cc2ccco2)C(=S)N(c2ccccc2)C1=O (centres undefined) | -8.4 | x | x | x | 14.9 | 8.1 | x | x | 4.5 | 2.8
CCCOC(=O)c1c(N)sc2c1CCC2 | -1.6 | 14.1 | 1.4 | 0.7 | 15.2 | 2.9 | 0.7 | -3.8 | -11.6 | 2.8
COc1cccc(-c2nnc(SCC(=O)N3CC(C)CC(C)C3)o2)c1 (centres undefined) | -0.2 | 29.4 | -0.5 | -2.5 | 7.9 | 8.0 | 0.7 | -1.4 | -16.1 | 4.4
Clc1ccc(N=C2SCC3CCCCN23)cc1 (centres undefined) | -0.4 | 6.7 | 1.7 | -11.9 | 0.0 | 9.5 | 0.1 | -5.9 | -18.4 | 3.9
COc1ccc(N2CCN(CCCn3cnc4c(OC)ncnc43)CC2)cc1 | i | x | -2.6 | x | 6.2 | 4.9 | x | x | x | 2.7
O=C(Nc1nn[nH]n1)c1cc(-c2ccc(Cl)c(Cl)c2Cl)nc2ccccc12 | -0.7 | -7.1 | x | -0.6 | 7.7 | 3.1 | -0.2 | 5.1 | 6.7 | -1.3
Cc1ccccc1-c1nnc(SCc2ccccc2F)o1 | 0.4 | 8.5 | -0.5 | -9.2 | 3.4 | -8.9 | -0.4 | 0.0 | 0.2 | -0.2
Cc1cc(C(=O)OCC(=O)NC(C)(C)C)c2ccccc2n1 | -0.2 | 7.2 | 1.3 | -4.3 | 18.0 | 6.2 | -1.9 | -0.8 | -4.5 | 2.2

A draw from above in order of count of non-hydrogen atoms, smallest number first.
canonical_smiles | Vc quorum ag | DUSP3 inh | Mtb BioA inh | Rv3671c protease | GDH-TPI counter | MazEF act | Mtb UGM inh | 3CLpro inhibitor | SSB-PriA inh | Mtb FBA inh
CCCOC(=O)c1c(N)sc2c1CCC2 | -1.6 | 14.1 | 1.4 | 0.7 | 15.2 | 2.9 | 0.7 | -3.8 | -11.6 | 2.8
Clc1ccc(N=C2SCC3CCCCN23)cc1 (centres undefined) | -0.4 | 6.7 | 1.7 | -11.9 | 0.0 | 9.5 | 0.1 | -5.9 | -18.4 | 3.9
Cc1ccccc1-c1nnc(SCc2ccccc2F)o1 | 0.4 | 8.5 | -0.5 | -9.2 | 3.4 | -8.9 | -0.4 | 0.0 | 0.2 | -0.2
Cc1cc(C(=O)OCC(=O)NC(C)(C)C)c2ccccc2n1 | -0.2 | 7.2 | 1.3 | -4.3 | 18.0 | 6.2 | -1.9 | -0.8 | -4.5 | 2.2
C/C(=N/NC(=O)Cn1nc2ccccc2n1)c1ccc(F)cc1 | 1.5 | -4.8 | 2.2 | -13.8 | 4.7 | -3.0 | 1.4 | 12.2 | x | 1.4
COc1ccc(C2CCCN2C(=S)Nc2cccc(C)c2)cc1OC (centres undefined) | -2.2 | 11.6 | x | 8.4 | 8.6 | 3.6 | 0.1 | 3.1 | -4.5 | -1.8
O=C(Nc1nn[nH]n1)c1cc(-c2ccc(Cl)c(Cl)c2Cl)nc2ccccc12 | -0.7 | -7.1 | x | -0.6 | 7.7 | 3.1 | -0.2 | 5.1 | 6.7 | -1.3
COc1ccc(N2CCN(CCCn3cnc4c(OC)ncnc43)CC2)cc1 | i | x | -2.6 | x | 6.2 | 4.9 | x | x | x | 2.7
O=c1c(CN2CCN(Cc3ccccc3F)C(CCO)C2)coc2ccccc12 (centres undefined) | i | -11.8 | 0.0 | -5.7 | 6.5 | -1.8 | -0.4 | -5.8 | 0.1 | -0.7
Cc1ccc(S(=O)(=O)N2CCC(c3nc4c(nnn4Cc4ccccc4)c(=O)[nH]3)CC2)cc1 | -0.5 | 22.5 | 1.7 | -23.8 | -3.8 | 6.6 | -1.2 | 0.0 | 7.1 | -6.0
O=C(NCC(c1ccc(F)cc1)N1CCOCC1)c1nn(-c2ccccc2)c(=O)c2ccccc12 (centres undefined) | 0.0 | x | 3.0 | -15.4 | 7.6 | 7.8 | -1.8 | x | 2.1 | 7.0

Following part:
Value order – Vc quorum ag	DUSP3 inh	Mtb BioA inh	Rv3671c protease	GDH-TPI counter	MazEF act	Mtb UGM inh	3CLpro inhibitor	SSB-PriA inh	Mtb FBA inh
CN(C)c1nc(-c2ccccc2)c2cnn(Cc3ccccc3)c2n1
→ -1.7	23.4	-0.8	-13.3	2.0	-3.4	-0.2	2.1	-46.8	43.6*
COCCn1c(SCC(=O)N2CCCc3ccccc32)nc2c(c1=O)SC(C)C2 (centres undefined)
→ i	10.8	8.5	4.6	12.5	7.9	4.2	2.4	11.3	1.9
CNC(=S)N(Cc1ccco1)Cc1cc2cc(OC)ccc2[nH]c1=O
→ -0.4	30.5	x	3.3	9.8	3.5	-1.1	-1.0	1.1	8.5
CN(c1ccccc1)S(=O)(=O)c1ccc(C(=O)N2CCN(c3ccccc3)CC2)cc1
→ -5.6	x	-1.8	x	-2.7	-4.2	x	x	x	-2.2
O=C(C1CC(=O)N(c2ccc3c(c2)OCCO3)C1)N1CCN(S(=O)(=O)c2ccc(F)cc2)CC1 (centres undefined)
→ i	x	-2.7	x	2.8	5.4	x	x	-19.5	-1.8
O=c1[nH]c(/C=C\c2ccc(O)c(Cl)c2)nc(O)c1[N+](=O)[O-]
→ 0.5	13.9	-5.0	-3.4	8.8	2.2	-1.9	-5.4	-7.0	-11.6
COc1ccc(-n2nc(C(=O)NCC(=O)N3CCN(Cc4ccccc4)CC3)c3ccccc3c2=O)cc1
→ -0.1	6.9	0.4	-3.0	-8.8	4.1	1.1	3.9	5.5	-4.3
CCCCn1c(O)c(C(CC)=NCCCn2ccnc2)c(=O)[nH]c1=O
→ 0.5	4.9	1.8	-0.1	-0.7	-6.2	0.9	1.9	1.4	0.8
Cc1cc(Br)c(NC(=O)CN2CC=C(c3ccccc3)CC2)c(Br)c1
→ -1.2	42.8	x	-3.1	0.0	-1.8	-2.5	5.3	8.9	-0.8
COc1cc(Cl)ccc1NC(=O)COc1ccccc1C(=O)N1CCN(c2ccc(O)cc2)CC1
→ -0.6	40.1	-0.4	1.3	-0.8	0.1	-0.4	7.8	2.4	-5.0

New compounds follow:
Value order – Vc quorum ag	DUSP3 inh	Mtb BioA inh	Rv3671c protease	GDH-TPI counter	MazEF act	Mtb UGM inh	3CLpro inhibitor	SSB-PriA inh	Mtb FBA inh
O=S(=O)(Cc1ccccc1)N1CCC(c2nc(-c3cccs3)no2)CC1
→ 8.0	16.1	0.7	0.7	0.4	-0.7	4.3	1.9	-36.8	2.6
CSc1ccc(/C=N/NC(=O)c2ccc(-n3cnnn3)cc2)cc1
→ i	x	0.1	-18.0	18.2	-17.5	-1.7	x	x	-4.4
Cc1c(C(=O)Nc2ccc(S(=O)(=O)N3CCOCC3)cc2)cccc1[N+](=O)[O-]
→ -0.5	21.9	3.4	-3.2	6.0	12.2	-3.5	-7.1	-8.8	+
N#C/C(=N\Nc1ccc(S(=O)(=O)N2CCCCC2)cc1)C(N)=S
→ i	5.7	0.3	7.8	1.1	3.5	4.6	-3.5	x	-27.4
Cc1cc(=O)[nH]c(SCC(=O)Nc2cccc3ccccc23)c1C#N
→ -0.3	-8.0	-2.5	-5.2	-4.8	-6.2	-3.7	-2.8	-3.2	4.2
